Screening data from PubChem BioAssay.
PGK inhibitor: T. brucei PGK inhibition; PGK/GAPDH coupled, Kinase-Glo luminescence, 60 min; Potency, µM (highest dose often 57.5 µM), for inactives: top-dose activity change, negative = inhibition, actives largely listed as inhibitors; hit rate 0.043% among 380,000; P07378; also: % is scaled to controls: 0 for no effect and ±100 for the full control effect; nearly all actives have a fitted effect of over 60% in size
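Luminescent ATP detection (Kinase-Glo Plus) follows a 60-minute room-temperature incubation, with wells lacking PGK as controls. Buffer: 100 mM TEA (pH 7.6), 5 mM MgCl2, 0.01% Tween-20. Coupling enzyme GAPDH (100 nM final) supplies unstable 1,3-BPG in-well.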
rTrxR1 inhibitor: inhibitors of rat thioredoxin reductase 1; recombinant rTrxR1, NADPH fluorescence consumption, selenite substrate; Potency, µM (highest dose often 114 µM), for the others: at the highest dose activity change, negative = inhibition, actives largely listed as inhibitors; hit rate 1% among 390,000; also: % is scaled to controls: 0 for no effect and ±100 for the full control effect; nearly all actives have a fitted effect of over 65% in size
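Rat TrxR1 (90 nM in the dispensed reagent) was pre-reduced with 400 uM NADPH for 5 min at room temperature, then incubated with compound for 15 min. After 400 uM selenite was added, NADPH fluorescence (Ex 340/Em 450 nm) was followed for 8 min.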
RGS4 inh: blocks human RGS4-accelerated GTP hydrolysis. P49798. Transcreener GDP fluorescence polarization, RGS4-accelerated GTP hydrolysis. Potency, µM (doses to about 114 µM), without a hit: top-dose activity change, negative = inhibition, actives largely listed as inhibitors. hit rate 0.039% among 390,000; also: % is scaled to controls: 0 for no effect and ±100 for the full control effect; nearly all actives have a fitted effect of over 75% in size; some results filed as inactive show a strong effect at the top dose
Target sequence (P49798 whole entry, looked up): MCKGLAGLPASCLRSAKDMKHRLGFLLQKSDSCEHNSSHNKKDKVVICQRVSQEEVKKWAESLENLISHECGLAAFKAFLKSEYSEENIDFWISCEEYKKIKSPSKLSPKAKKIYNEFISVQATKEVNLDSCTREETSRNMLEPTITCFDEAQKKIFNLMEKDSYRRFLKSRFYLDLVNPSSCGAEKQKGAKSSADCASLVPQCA
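MLSMR compounds (23 nl, pin-transferred) preincubated 10 min at room temperature with a 500nM (2x) first reagent, then RGS4 at 900nM (2x) plus Transcreener GDP mix added; fluorescence polarization (620/688 nm) read before and after 90 min at 30 °C.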
HP1b binding inh: blocks HP1-beta chromodomain binding to methylated histone tails. Potency, µM (doses to about 114 µM), for the others: at the top dose activity change, negative = inhibition, actives largely listed as inhibitors. AlphaScreen HP1-beta / biotin-H3K9me3 peptide binding. hit rate 0.56% among 390,000. P83916; also: nearly all actives have a fitted effect of over 70% in size; inactives centre near 23
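AlphaScreen: HP1-beta (50 nM) preformed 30 min with biotin-H3(1-18)K9me3 peptide (50 nM) in PBS pH 7.4, 0.01% Tween-20. Compound added for 30 min at RT, then streptavidin donor/nickel chelate acceptor beads (10 ug/mL) for 30 min.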
ERG Ets-DNA blk: inhibitors of human ERG Ets domain-DNA interaction | P11308 | Potency, µM (highest dose often 76.9 µM), without a hit: top-dose FP activity, negative = inhibition, usual class: inhibitors | hit rate 0.028% among 370,000 | fluorescence polarization, His-ERG Ets domain / labelled DNA; active = well fitted inhibition curve with a large enough effect in the polarisation, with a control signal flat; inconclusive = small, poorly fitted or top-dose-only effect, or effect the other way, or a change in a side signal; inactive = no such curve, though single readings can be large or run the other way; the % refers to the polarisation;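 also: polarization taken with two DNA probes labelled with fluorescein and Texas red; % of control where 0% means no effect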
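His-tagged ERG Ets domain (1 uM in the protein solution; 300mM KCl, 50mM Tris-HCl, 1mM EDTA, 1mM DTT, pH 7.5) received compound, then a probe mix of 5 nM fluorescein-DNA and 100nM Texas-615-DNA. Fluorescence polarization was read for both dyes.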
ALOX12 inh: blocks human arachidonate 12S-lipoxygenase | purified 12hLO, xylenol orange hydroperoxide absorbance | Potency, µM (doses to about 108 µM), inactives show at the top dose activity change, negative = inhibition, most hits filed as inhibitors | hit rate 1.1% among 580,000 | AID 1671190; also: % is scaled to controls: 0 for no effect and ±100 for the full control effect
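Purified human 12hLO at 150 nM in 25 mM Hepes, 0.01% Triton X-100, pH 7.0, preincubated 15 min at room temperature with compound. Reaction started with 40 uM arachidonic acid, 30 min at room temperature. Hydroperoxide measured by Fe-xylenol orange, 573/405 nm absorbance ratio.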
Pin1 inhibitor: blocks the human prolyl isomerase Pin1 | Q13526 | Pin1 FP peptide displacement, HiFluor488, 10 min | Potency, µM (highest dose often 115 µM), inactives show at the top dose activity, negative = inhibition, usual class: inhibitors | hit rate 0.009% among 390,000; active = well fitted inhibition curve with a large enough effect in the polarisation, with a control signal flat, not every such curve was filed as active; inconclusive = small, poorly fitted or top-dose-only effect, or effect the other way, or a change in a side signal; inactive = no such curve, though single readings can be large or run the other way; the % refers to the polarisation; also: % is scaled to controls: 0 for no effect and ±100 for the full control effect
Target sequence (Q13526 whole entry, looked up): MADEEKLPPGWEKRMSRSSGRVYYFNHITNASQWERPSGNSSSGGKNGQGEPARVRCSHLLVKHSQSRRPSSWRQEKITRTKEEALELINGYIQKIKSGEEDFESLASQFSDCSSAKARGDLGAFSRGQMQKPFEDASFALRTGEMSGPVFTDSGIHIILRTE
GLS inh: inhibitors of human glutaminase (GLS). O94925. GLS enzymatic activity, qHTS titration. Potency, µM (titrated, usually from 45.5 µM), without a hit: top-dose activity change, negative = inhibition, most hits filed as inhibitors. hit rate 0.21% among 410,000. AID 624170; also: % is scaled to controls: 0 for no effect and ±100 for the full control effect
Target sequence (O94925 whole entry, looked up): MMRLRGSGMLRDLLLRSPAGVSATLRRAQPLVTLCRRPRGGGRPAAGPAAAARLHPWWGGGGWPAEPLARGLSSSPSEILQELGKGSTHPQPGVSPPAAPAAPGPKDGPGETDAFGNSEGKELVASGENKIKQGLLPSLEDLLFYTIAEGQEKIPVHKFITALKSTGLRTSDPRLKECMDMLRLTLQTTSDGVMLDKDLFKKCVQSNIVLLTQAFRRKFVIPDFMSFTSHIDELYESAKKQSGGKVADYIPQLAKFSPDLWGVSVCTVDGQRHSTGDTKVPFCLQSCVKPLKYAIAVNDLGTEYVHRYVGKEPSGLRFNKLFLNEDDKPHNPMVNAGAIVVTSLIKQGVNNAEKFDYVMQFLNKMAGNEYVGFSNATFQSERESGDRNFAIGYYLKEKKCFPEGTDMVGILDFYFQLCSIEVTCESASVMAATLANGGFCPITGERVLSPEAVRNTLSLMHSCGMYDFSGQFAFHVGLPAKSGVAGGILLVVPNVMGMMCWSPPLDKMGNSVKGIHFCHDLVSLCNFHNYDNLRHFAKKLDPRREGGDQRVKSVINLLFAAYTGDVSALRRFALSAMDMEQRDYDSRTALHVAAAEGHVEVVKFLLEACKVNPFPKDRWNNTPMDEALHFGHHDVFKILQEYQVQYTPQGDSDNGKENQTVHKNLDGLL
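Enzyme dispensed in phosphate buffer (45 mM, pH 8.2, 0.02% Tween-20), compounds pinned in, then 1 mM L-glutamine solution and the glutamate oxidase–HRP–Amplex Red mix added; fluorescence read immediately and again after 30 min at room temperature.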
JMJD2A Tudor inh: blocks the human JMJD2A Tudor domain; O75164; AlphaScreen JMJD2A-Tudor / H3K4me3 peptide binding; Potency, µM (series often up to 114 µM), for inactives: at the top dose activity change, negative = inhibition, usual class: inhibitors; hit rate 4.4% among 390,000; also: % is scaled to controls: 0 for no effect and ±100 for the full control effect; nearly all actives have a fitted effect of over 50% in size
Numbers without * were called inactive; i = inactive; ? = inconclusive; · = no result given; & = joins results of further samples; [ ] = dose if it differs, or a comment. Unless noted, calls follow the shape of the dose curve; as a rule, active = well fitted curve in the direction sought with a large enough effect; inconclusive = small, poorly fitted or top-dose-only effect, or another doubt; inactive = no such curve, though single readings can be large; an effect the other way counts as inactive or inconclusive. Potency is read from the fitted curve at half-maximal effect.

SMILES	PGK inhibitor	rTrxR1 inhibitor	RGS4 inh	HP1b binding inh	ERG Ets-DNA blk	ALOX12 inh	Pin1 inhibitor	GLS inh	JMJD2A Tudor inh
CC1=C/C(=C(\c2cc(C)c(O)c(Br)c2)c2ccccc2S(=O)(=O)O)C=C(Br)C1=O	?	-6.4%	?	28.2µM*	117.5%[activator]	?	?	?	?
Nc1c(S(=O)(=O)c2ccccc2)c2nc3ccccc3nc2n1/N=C/c1cccc(O)c1	i	11.4%[57.1 µM]	-22.5%	25.5%	3.4%	63.0%[activator]	21.5%	-10.3%	-10.4%
O=C(C1CCCCC1)N(CCN1CCCC1)c1nc2ccccc2s1	-0.5%	-4.9%	-8.7%	10.1%	·	15.0%	3.4%	4.1%	-7.9%
O=C(O)CCCN=CC1=C(O)CNC1=O	8.0%	19.8%[57.1 µM]	?	-16.1%	10.2%	-9.7%	-1.2%	3.1%	22.4µM*
CCN(CC)CCn1c(=O)n(-c2ccc(Cl)cc2)c(=O)c2c3c(sc21)CN(C)CC3	6.5%	?	-40.1%	27.5%	1.5%	?	1.5%	-20.2%	-15.4%
O=C(CCC(=O)c1ccc(Br)cc1)Nc1cccc(C(F)(F)F)c1	-5.7%	13.0%	13.5%	16.1%	11.4%	-14.1%	20.2%	12.7%	3.1%
CCOc1cc(C(=S)N2CCOCC2)ccc1O	i	-11.3%	?	?	6.5%	-27.1%	10.3%	19.2%	-30.5%
COc1ccc(N2CCN(c3nc(-c4ccccc4F)nc4ccccc34)CC2)cc1	-6.2%	20.3%[57.1 µM]	-11.8%	-10.9%	-3.0%	-11.4%	1.0%	11.8%	?
N/C(=N\O)c1cccc(CS(=O)(=O)c2ccccn2)c1	-2.7%	23.2%[57.1 µM]	-12.5%	18.2%	-1.1%	0.0%	1.3%	-18.7%	-9.0%
Cc1ccc2nc(NC(=O)CSc3nc(=O)n(CCN(C)C)c4c3CCCC4)sc2c1	2.3%	9.1%	2.5%	-6.5%	7.0%	-10.1%	-11.9%	10.0%	-22.3%
COc1cccc(NC(=O)CN2C(=O)CSc3nc(C)cc(C)c32)c1	-2.9%	9.8%[57.1 µM]	-3.9%	22.4%	-3.6%	-19.7%	3.0%	-5.0%	-5.6%
CC1CCc2c(sc3ncn(CC(=O)N=Nc4c(O)[nH]c5ccccc45)c(=O)c23)C1 (stereo unspecified)	2.0%	18.1%	18.8%	18.4%[57 µM]	-0.4%	-13.4%	5.9%	-1.2%	-13.8%
CCN(CC)CCNC(=O)Cn1c(=O)c2cccn2c2ccc(F)cc21	-8.8%	11.0%[57.1 µM]	-0.9%	19.5%	0.0%	-0.3%	-4.5%	-8.1%	-3.7%
CC(=O)c1cccc(CN2CCN(Cc3ccc(C)cc3)C(CCO)C2)c1 (stereo unspecified)	-7.1%	-14.0%	-6.4%	27.1%	-3.3%	0.0%	-2.9%	3.5%	-6.3%
Cc1cnc(NC(=O)c2ccc(F)c(S(=O)(=O)N3CCOCC3)c2)s1	i	-6.1%	-51.4%	35.4%	·	134.2%[activator]	-9.5%	0.7%	-10.7%

Single values from the results shown:
GLS inh, `Nc1c(S(=O)(=O)c2ccccc2)c2nc3ccccc3nc2n1/N=C/c1cccc(O)c1` reads -10.3%
HP1b binding inh, `CCN(CC)CCNC(=O)Cn1c(=O)c2cccn2c2ccc(F)cc21` reads 19.5%

The results go on:
SMILES	PGK inhibitor	rTrxR1 inhibitor	RGS4 inh	HP1b binding inh	ERG Ets-DNA blk	ALOX12 inh	Pin1 inhibitor	GLS inh	JMJD2A Tudor inh
CCN(CC)C(=O)C(=O)c1cccn1-c1cccc(Cl)c1C#N	i	13.6%[57.1 µM]	23.9%	35.6%[activator]	5.7%	0.0%	9.4%	-7.0%	?
CCOC(=O)C1C(C(C)=O)=C(c2ccccc2)c2ccccc2N1S(=O)(=O)C(F)(F)F (stereo unspecified)	-4.8%	-23.5%	-11.0%	28.9%	9.4%	?	-8.1%	8.4%	-22.3%
Cc1cccc(Nc2nnc(SCC(=O)NCc3cccs3)s2)c1	i	-6.0%	3.1%	27.3%	-4.5%	3.1%	-2.7%	1.0%	-12.3%
CC1(C)CC(=O)C/C(=N/Nc2nc3ccccc3s2)C1	-8.3%	-16.2%	-42.2%	14.4%	2.2%	?	-1.4%	16.7%	?
Cc1ccc(-c2nc(CN3CCCC(C(=O)N4CCOCC4)C3)c(C)o2)cc1 (stereo unspecified)	i	-2.5%	12.2%	3.8%	?	·	-1.5%	-0.7%	-11.7%
O=C(CNC1CCCCCC1)Nc1ccc(S(=O)(=O)NC2CC2)cc1	-11.3%	12.5%	1.2%	21.6%	·	-6.8%	-8.9%	-3.7%	-18.6%
C[C@@H]1COC(=O)[C@@H](CC(=O)OC(C)(C)C)C/C=C\C[C@H](CC(=O)N(CCO)Cc2ccccc2)C(=O)N1	8.0%	27.3%	1.5%	34.1%	-1.0%	-13.7%	-2.0%	0.0%	-7.1%
CC1(C)OC(=O)N2CCc3ccccc3C21C (stereo unspecified)	-5.6%	18.3%	-13.6%	27.7%	2.5%	?	-5.7%	-2.0%	-11.5%
Cc1ccc(S(=O)(=O)N2CCN(C(=O)C3CC(=O)N(c4ccc5c(c4)OCCO5)C3)CC2)cc1 (stereo unspecified)	i	14.3%	29.3%	16.9%	8.9%	-13.3%	0.3%	-1.2%	-16.3%
CCOc1ccc(Oc2cc(NC(=O)c3ccco3)cc([N+](=O)[O-])c2)cc1	0.0%	29.8%[57.1 µM]	-19.2%	-7.7%	-0.1%	-0.2%	9.2%	1.9%	-29.0%
CN(C(=O)c1ccc(NC(=O)Cc2ccc(NC(=O)C3CCCN(C(=O)C4CCCCC4)C3)cc2)cc1)C1CCCC1 (stereo unspecified)	i	13.4%	-20.8%	33.4%	8.5%	-7.7%	12.3%	1.1%	-10.1%
CC1(C)O[C@H]2[C@@H](O1)[C@@H](C(=O)Nc1ccc(F)c(F)c1)O[C@@H]1OC(C)(C)O[C@@H]12	9.4%	1.7%	9.9%	8.3%	4.1%	-21.5%	-1.4%	-6.4%	-17.4%
COc1ccc(OC)c(C(=O)N2CCC(n3nccc3NC(=O)CC(C)C)CC2)c1	-8.4%	10.8%	-15.6%	21.6%	8.2%	-3.3%	-3.1%	0.7%	-9.3%
COc1ccc(NC(=O)c2ccc(C)cc2)cc1	-14.7%	11.9%	1.5%	40.6%[activator]	-10.1%	5.8%	0.3%	-0.3%	-2.7%
CCC12CN3CCN(CC(C3)/C1=N\NC(=O)Nc1ccccc1)C2	3.5%	6.9%[57.1 µM]	-16.3%	25.8%	2.0%	-5.0%	3.4%	0.7%	-6.3%
COc1cc(/C=N/NC(=O)Cn2nc([N+](=O)[O-])cc2C)cc(Br)c1OCc1ccccc1	-8.0%	23.0%[57.1 µM]	0.4%	26.2%	-10.9%	-14.7%	-0.5%	0.6%	-7.7%
O=C(COc1ccccc1Cl)NC(=S)Nc1ccc(CN2CCOCC2)cc1	9.8%	-1.9%	-8.2%	3.9%	-2.1%	1.4%	2.3%	12.5%	-9.7%
C[C@@H]1NC(=O)OC1c1ccco1 (stereo partly specified)	i	-1.1%&13.0%	6.8%	40.9%[activator]	9.7%	15.2%	-7.4%	-3.6%	0.0%
Cc1cc(C)c(C#N)c(SCC(O)COc2ccc(Br)cc2)n1 (stereo unspecified)	-5.2%	14.5%	-8.0%	76.0%[activator]	10.6%	0.4%	15.4%	-5.8%	24.7%
Cc1ccc(OCc2nc3ccccc3n2C)cc1	-3.6%	10.8%	3.9%	55.4%[activator]	1.2%	0.0%	-6.8%	-6.5%	-10.8%
O=C1[C@H](Cc2ccccc2)NCC=CC[C@H](c2ccc(Cl)cc2)N1Cc1ccccc1	-7.8%	13.0%	-2.1%	40.3%	-10.1%	-24.1%	28.7%	-4.5%	-12.5%
CC(C)(C)c1ccc(C(=O)NNC(=O)Cc2ccccc2)cc1	-9.2%	8.5%	2.0%	14.2%	·	15.6%	0.0%	35.5%[activator]	-8.4%

Molecules from the list above that contain two or more sulfur atoms, in the order listed:
SMILES	PGK inhibitor	rTrxR1 inhibitor	RGS4 inh	HP1b binding inh	ERG Ets-DNA blk	ALOX12 inh	Pin1 inhibitor	GLS inh	JMJD2A Tudor inh
Cc1ccc2nc(NC(=O)CSc3nc(=O)n(CCN(C)C)c4c3CCCC4)sc2c1	2.3%	9.1%	2.5%	-6.5%	7.0%	-10.1%	-11.9%	10.0%	-22.3%
Cc1cnc(NC(=O)c2ccc(F)c(S(=O)(=O)N3CCOCC3)c2)s1	i	-6.1%	-51.4%	35.4%	·	134.2%[activator]	-9.5%	0.7%	-10.7%
Cc1cccc(Nc2nnc(SCC(=O)NCc3cccs3)s2)c1	i	-6.0%	3.1%	27.3%	-4.5%	3.1%	-2.7%	1.0%	-12.3%

These rows are one share of the data. The share of hits here may be higher or lower than overall.
